# Screening data (PubChem BioAssay)
# hK5 inh – human KLK5 protease inhibitors, primary screen, biochemical, 1536-well; recombinant hK5, fluorogenic AMC substrate cleavage; Kallikrein-5 (Homo sapiens), Q9Y337; inhibition, % at 5 µM; 210,000 tested, 0.59% active;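 active means inhibition of 40% or more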;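 further: 0% = enzyme controls without compound and 100% = no-enzyme blanks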
# NCF1 inh – p47phox/p22phox peptide binding inhibitors, primary screen, biochemical, uHTS, NADPH oxidase regulatory subunit. fluorescence polarization, 2 h. Neutrophil cytosol factor 1 (Homo sapiens), P14598. 220,000 tested, 0.53% active. inhibition, % at 24.7 µM;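 further: 0% = p47phox with labelled peptide and 100% = labelled peptide alone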
# Rad51 HR inh – human RAD51 strand exchange inhibitors, primary screen, biochemical, fluorescence; hRad51 DNA strand exchange, fluorescence dequenching; inhibition, % at 10 µM; 200,000 tested, 0.085% active;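 active means inhibition above 40% at the single screening dose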;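 further: 0% = DMSO control wells and 100% = blanks with heterologous ssDNA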
# Target sequence (Q06609 whole entry, looked up): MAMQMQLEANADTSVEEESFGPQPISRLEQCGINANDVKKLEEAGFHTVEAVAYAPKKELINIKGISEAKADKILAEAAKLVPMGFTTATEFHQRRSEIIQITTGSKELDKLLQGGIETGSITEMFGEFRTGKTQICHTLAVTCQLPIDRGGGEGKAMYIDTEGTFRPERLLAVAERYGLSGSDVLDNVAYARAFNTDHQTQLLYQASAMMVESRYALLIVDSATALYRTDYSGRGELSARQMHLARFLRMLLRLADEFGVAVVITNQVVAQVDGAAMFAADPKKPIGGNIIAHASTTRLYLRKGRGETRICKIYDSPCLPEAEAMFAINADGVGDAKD
#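 Read-out basis: percent inhibition relative to plate controls and blanks / Assay system: human Rad51 nucleoprotein filaments preassembled on unlabelled ssDNA / Timing: filaments 15 min 37 °C, then compound 30 min / Control set: per-plate controls and blanks / Technique: fluorescence dequenching at 485/520 nm / Compound: 10 µM final, single point / Also added: Fluorescein- and BHQ1-tagged 47-mer duplex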
# Cl transport mod – KCC2 cotransporter modulators, thallium flux, primary screen, cell-based, HEK293 KCC2, FluoZin-2 fluorescence, MLSMR; B-score of Tl+ flux slope (higher = more flux/activation; lower = inhibition) at 10 µM; AID 1456, 2008; 190,000 tested, 2.2% active; KCC2 cells, thallium flux FluoZin-2 fluorescence;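 active means thallium flux slope and its plate-corrected score both differing from the plate sample mean at a set confidence after two filtering rounds, in either direction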;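 further: slope of fluorescence scaled to starting intensity during 10 to 20 s after thallium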
# Furin inh – human furin inhibitors, primary screen, biochemical, fluorescence intensity; AID 463115, 2010; P09958; inhibition, % at 30 µM; purified furin, fluorogenic substrate cleavage; 220,000 tested, 0.061% active; in the data active means inhibition above about 25%; further: inactives centre near -15
# Target sequence (P09958 108-714 limits assumed): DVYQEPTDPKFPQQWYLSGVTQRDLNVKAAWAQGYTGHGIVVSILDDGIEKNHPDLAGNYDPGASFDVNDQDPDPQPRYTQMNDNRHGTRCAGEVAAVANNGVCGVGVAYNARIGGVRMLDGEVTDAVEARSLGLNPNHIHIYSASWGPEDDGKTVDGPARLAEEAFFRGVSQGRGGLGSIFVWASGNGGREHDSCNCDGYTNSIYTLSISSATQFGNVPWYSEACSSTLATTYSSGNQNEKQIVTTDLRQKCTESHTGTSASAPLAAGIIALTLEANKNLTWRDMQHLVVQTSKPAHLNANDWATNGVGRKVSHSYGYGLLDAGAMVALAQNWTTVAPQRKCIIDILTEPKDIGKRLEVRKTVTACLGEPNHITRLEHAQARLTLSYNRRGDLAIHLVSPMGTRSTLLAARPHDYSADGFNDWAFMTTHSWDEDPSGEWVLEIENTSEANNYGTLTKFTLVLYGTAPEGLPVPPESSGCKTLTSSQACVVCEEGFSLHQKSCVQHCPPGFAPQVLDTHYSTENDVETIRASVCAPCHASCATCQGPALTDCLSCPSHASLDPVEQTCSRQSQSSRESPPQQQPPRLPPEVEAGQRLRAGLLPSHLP
# eIF4E 4G PPI – eIF4E–eIF4G protein interaction inhibitors, primary screen, biochemical, uHTS, TR-FRET, eIF4GI fragment | TR-FRET eIF4E-eIF4GI(517-606) binding, 2 h | AID 782, 2007 | 220,000 tested, 0.37% active | Eukaryotic translation initiation factor 4E (Mus musculus) + Eukaryotic translation … | inhibition, % at 21.7 µM;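 further: 0% = full FRET control wells and 100% = background wells lacking eIF4GI fragment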
# EBV gp42 inh – Epstein-Barr virus gp42 inhibitors, primary screen, biochemical, uHTS, fluorescence polarization | AID 1085, 2008 | 220,000 tested, 0.42% active | inhibition, % (tested at 21.74 µM) | Fluorescence polarization binding assay, mP read-out | Glycoprotein 42 (Epstein-Barr virus (strain AG876)), Q1HVG2; in the data active means inhibition above about 50%
# 14-3-3 Bad inh – inhibitors of 14-3-3 zeta/Bad binding, primary screen, biochemical, TR-FRET, bovine 14-3-3 zeta; inhibition, % at 21.7 µM; TR-FRET 14-3-3zeta/Dy647-pBad peptide displacement, 1 h; 14-3-3 protein zeta/delta (Bos taurus), P63103; 220,000 tested, 0.71% active;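 active means inhibition above about 70%, limit read from the data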;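 further: 0% = full 14-3-3 plus peptide FRET controls and 100% = background without 14-3-3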
# thrombin 1536 – human alpha-thrombin inhibitors, primary screen, counter-screen for coagulation protease inhibitor project, biochemical, 1536-well, fluorogenic AMC substrate; AID 1046, 2008; inhibition, % at 5 µM; Boc-VPR-AMC fluorogenic substrate cleavage; 220,000 tested, 0.26% active;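 active means inhibition at or above 40%; inactive means inhibition below 40%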;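 further: 0% = enzyme with no compound and 100% = wells without enzyme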
#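 Material: human alpha-thrombin protein. Incubation: reaction at ambient temperature. Technique: fluorescence of released AMC, ex 355 nm, em 460 nm. Control set: no-compound enzyme wells and no-enzyme blanks. Also added: Boc-VPR-AMC substrate, 15 µM final. Buffer or medium: pH 7.5 Tris (50 mM) with NaCl 150 mM, Tween 20 0.05%.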
# An asterisk follows results filed as active; · = no result given; [ ] = another dose, or the depositor's remark.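 How the source made its calls, unless noted: active means inhibition above about 30% (limit read from the data); inactive means the rest.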
SMILES,hK5 inh,NCF1 inh,Rad51 HR inh,Cl transport mod,Furin inh,eIF4E 4G PPI,EBV gp42 inh,14-3-3 Bad inh,thrombin 1536
CCNC(=O)c1c(NC(=O)c2cc(-c3cc(C)ccc3O)n[nH]2)sc2c1CCCC2,-9.7,52.4*,-5.9,0.273,-31.4,9.6,1.6,45.1,0.7
Cc1ccc(-n2c(SCC(=O)Nc3nccs3)nc3c(c2=O)SCC3)cc1,-26.9,-23.9,·,1.8,-8.7,-2.3,3.9,1.6[fluorescence artefact?],-5.5
CCOC(=O)c1c(O)c2c([nH]c1=O)CCCC2,-3.8,0.9,-3.0,·,-16.9[20 µM],-0.5,-2.7,-3.5,4.6
COc1cc(C(=O)O)ccc1OCc1c(C)noc1C,-2.2,-5.8,-2.2,1.6,-12.2[20 µM],-1.2[fluorescence artefact?],-10.0,4.2[fluorescence artefact?],-4.7
OCCNc1nc2ccccc2n1-c1ncnc2sc3c(c12)CCC3,6.0,-12.7,·,0.136,-19.4[20 µM],2.1[fluorescence artefact?],-5.0,3.3,1.2
O=Cc1cn[nH]c1-c1ccccc1,0.0,-6.2,-1.2,0.0236,-32.9,-0.8,-10.2,-5.0,-0.4
CCN(CC)c1ccc(C2C(C(=O)Nc3ccccn3)=C(C)NC3=C2C(=O)CC(C)(C)C3)cc1 (centres undefined),14.5,-9.6,1.7,-0.89,-12.7,8.8,-7.1,-9.6,-1.3
Cc1nn(-c2ccccc2)c2c1C(c1ccncc1)C(C#N)=C(N)O2 (centres undefined),4.1,-4.4,0.7,-0.055,-15.4,4.2[fluorescence artefact?],6.5,7.9[fluorescence artefact?],1.7
O=C(O)c1ccc(N2C(=O)C3C4c5ccccc5C(Br)(c5ccccc54)C3C2=O)cc1 (centres undefined),-1.8,-10.3,-2.3,-1.04,-13.3,2.5,-5.7,-12.2,-10.6
N#CC1=C(SCc2ccccc2)NC(=O)CC1c1cccc(O)c1 (centres undefined),6.0,-53.3,2.3,·,-25.7,7.0,-21.1,8.8,2.0
CC(=S)/C=C1\Sc2ccccc2N1C,-28.8,-107.8,0.8,-0.7,-11.5[20 µM],0.3,-7.3,15.1,0.5
COc1ccc(NC(=S)NN2CCN(C)CC2)cc1OC,8.5,-7.7,-4.2,0.87,-10.9,1.7[fluorescence artefact?],6.9,-6.8,-9.9
COc1cc(NC(=O)Cn2nnc(-c3ccncc3)n2)cc(OC)c1,0.7,-6.0,5.9,-1.24,-15.5,-11.3,-2.9,6.2,1.8
Cn1cccc1/C=C1\SC(=O)N(c2ccccc2)C1=O,-5.2,-15.0,-84.0,1.07,-17.0,5.5[fluorescence artefact?],-33.8,-6.5,-4.5
Cc1nnc(NC(=O)c2cccc(S(=O)(=O)N3CCOCC3)c2)s1,28.4,-5.5,-4.7,0.986,-11.3[20 µM],-3.5,6.8,4.2,6.1
COc1ccc(S(=O)(=O)Nc2nnc(Cc3ccc(OC)c(OC)c3)s2)cc1,-2.4,-11.7,-9.2,-0.0453,-14.1,-0.5,2.3,2.1,-16.1
O=C1CC(N2CCN(Cc3ccccc3)CC2)C(=O)N1 (centres undefined),-2.7,-6.7,25.5,0.427,-20.3,0.2,-10.7,-7.8,4.5
O=C(Nc1ccc(-c2cnco2)cc1)c1ccc(Cl)cc1,-4.4,-13.3,2.1,0.00578,-11.9,-4.5,-7.8,-2.5,-1.7
O=C(Nc1ccccc1N1CCOCC1)c1cc(-c2ccco2)nc2ccccc12,3.2,-6.6,-1.5,·,-6.3[20 µM],4.7[fluorescence artefact?],14.7,-20.7[fluorescence artefact?],-4.5
O=C(COC(=O)c1cc[n+]([O-])cc1)Nc1ccc(F)c([N+](=O)[O-])c1,-8.8,-13.2,-29.0,-0.353,-30.9,5.5[fluorescence artefact?],-14.3,1.3,0.4

# 4 entries picked at random from the list so far:
SMILES,hK5 inh,NCF1 inh,Rad51 HR inh,Cl transport mod,Furin inh,eIF4E 4G PPI,EBV gp42 inh,14-3-3 Bad inh,thrombin 1536
O=C(O)c1ccc(N2C(=O)C3C4c5ccccc5C(Br)(c5ccccc54)C3C2=O)cc1 (centres undefined),-1.8,-10.3,-2.3,-1.04,-13.3,2.5,-5.7,-12.2,-10.6
Cc1ccc(-n2c(SCC(=O)Nc3nccs3)nc3c(c2=O)SCC3)cc1,-26.9,-23.9,·,1.8,-8.7,-2.3,3.9,1.6[fluorescence artefact?],-5.5
Cn1cccc1/C=C1\SC(=O)N(c2ccccc2)C1=O,-5.2,-15.0,-84.0,1.07,-17.0,5.5[fluorescence artefact?],-33.8,-6.5,-4.5
N#CC1=C(SCc2ccccc2)NC(=O)CC1c1cccc(O)c1 (centres undefined),6.0,-53.3,2.3,·,-25.7,7.0,-21.1,8.8,2.0

# Next results follow.
SMILES,hK5 inh,NCF1 inh,Rad51 HR inh,Cl transport mod,Furin inh,eIF4E 4G PPI,EBV gp42 inh,14-3-3 Bad inh,thrombin 1536
CNC(=O)N(c1ccccc1)c1ccccc1,-7.3,-8.8,-7.8,1.01,-20.4,-1.9,6.5,-3.5,-5.7
O=C(NCc1ccco1)c1nc2ccccc2s1,-23.7,-13.9,5.3,1.2,18.7[20 µM],-4.4,-13.5,-11.1,5.2
CC1(C(=O)N2CC3(CC(c4ccccc4)=NO3)C[C@H]2C(=O)NCC(N)=O)CC1 (some centres undefined),12.9,-3.6,-12.9,-0.116,-26.2[20 µM],9.2,-5.8,14.4,-4.7
Cn1nc(C(F)(F)F)c(-c2ccccc2)c1NC(=O)c1ccco1,0.6,-16.5,-2.2,1.08,-5.9,-3.5,-2.4,-1.8,-6.4
CCn1nnc(NC(=O)c2cccc(-c3cc4ccccc4oc3=O)c2)n1,-2.3,-7.1,50.9*,-0.71,-19.5[20 µM],13.0,-5.6,-5.8[fluorescence artefact?],-8.1
CC(=O)C1CCC2C3CCC4=CC(=O)CC[C@]4(C)[C@@]3(F)C(O)C[C@]12C (some centres undefined),5.4,-9.6,2.1,1.33,-26.1,2.8,-4.7,-5.7,-1.7
CC1(C)CC(=O)C(C=NCCc2ccc(O)cc2)=C(O)C1,-25.7,-11.2,7.4,·,-19.7,-7.0,-16.2,-0.6,-9.2
CN(C)CCn1c(=O)n(-c2cccc(Cl)c2)c(=O)c2c3c(sc21)CCCCC3,-6.7,-18.4,-10.0,0.729,-28.4,2.6,-7.9,-0.1,-6.9
COCCCn1c(SCC(=O)c2ccccc2)nc2ccccc2c1=O,-8.8,-3.1,-8.8,-1.06,-2.4,-0.2,13.2,-2.3,2.9
Cc1ccnc(NS(=O)(=O)c2cccc([N+](=O)[O-])c2)c1,7.5,-1.1,15.0,-0.00896,-20.9,-11.5,-18.2,7.5,-0.4
CC1CC(C)CN(S(=O)(=O)c2ccc(C(C)(C)C)cc2)C1 (centres undefined),1.7,-13.6,-0.3,1.85,-15.6,-5.3,-5.0,-2.8,5.7
O=[N+]([O-])c1nn(-c2ccc3c(c2)OCCO3)n(O)c1=NCc1ccccc1Cl,-6.9,4.3,-0.5,·,3.7[20 µM],-4.2,-7.3,1.2,0.6
COc1c(C)cc(Br)cc1C(=O)Nc1ccc(N2CCN(S(C)(=O)=O)CC2)cc1,-12.0,-11.8,0.1,0.309,-14.5[20 µM],-21.2[fluorescence artefact?],-2.7,-5.0[fluorescence artefact?],-3.8
COC(=O)Cn1c(C)c(C(C)=O)c(C(C)=O)c1C,-0.4,9.4,-0.6,·,-16.2,-3.5,2.5,2.8,-7.2
CCCOc1ccc(C(=O)Nc2ccc(N3CCN(C(C)=O)CC3)cc2)cc1,4.9,-0.9,1.2,1.26,-19.7[20 µM],5.0,-7.0,-23.6,7.9
CCN(CC)C(=O)COc1cc(C)c(Cl)c(C)c1,-9.5,-7.1,-1.9,0.183,-17.6[20 µM],-1.5[fluorescence artefact?],-8.2,1.5,-0.7
COc1ccc(-c2nnc3n2N=C(C)CS3)cc1,0.1,-4.0,-4.1,-0.886,-5.7[20 µM],-0.9,1.1,5.2,-4.1
COc1ccc(C(CCN)Cc2ccccc2)cc1 (centres undefined),2.5,-2.7,4.8,0.611,-21.4,-0.1,3.6,-6.0,-3.2
O=[N+]([O-])c1ccc(OCCn2cnc3ccccc32)cc1,-2.5,4.3,24.2,-0.899,-2.9,3.0,3.8,1.9,1.2
N#Cc1cccc(-c2cn(S(=O)(=O)c3ccc(Cl)cc3)nc2N)c1,-16.4,-4.1,4.3,-0.112,5.4[20 µM],-1.8[fluorescence artefact?],-8.9,-6.6,-7.9
CN1C(C(=O)NCc2cccc(Br)c2)CC2Cn3c(nc4cc5ccccc5cc43)C21 (centres undefined),-0.1,-20.9,5.5,-1.25,-30.1,1.3,-10.0,-1.9,-2.4
C=C(C)c1cccc(C(C)(C)NC(=O)N2CC(C)OC(C)C2)c1 (centres undefined),-8.7,2.5,3.2,0.872,-16.4[20 µM],-4.9[fluorescence artefact?],-2.9,-5.7[fluorescence artefact?],2.4
O=C(CCS(=O)(=O)c1ccc(Cl)cc1)Nc1ccc(N2CCOCC2)cc1,-2.5,-2.5,·,-0.281,-17.3,-5.9,1.7,-10.8,-9.1
O=C(NC1CCN(Cc2ccccc2)CC1)C(NS(=O)(=O)c1cccc2nsnc12)c1ccccc1 (centres undefined),·,-6.0,·,-1.5,-16.5,2.8,-5.9,-3.5,-3.0
O=C(CCCO)NC1Cc2ccccc2C1,-2.1,-7.4,17.5,0.978,-14.9,-5.2,5.0,-5.3,-2.9
O=C(Nc1ccc(N2CCN(C(=O)c3ccco3)CC2)c(Cl)c1)c1c(F)c(F)c(F)c(F)c1F,-23.7,-19.6,12.5,-1.22,11.5[20 µM],-4.5,-9.7,-9.0,-2.0
O=C1Cc2ccccc2N1c1c(Cl)cccc1Cl,-7.6,17.4,-6.5,-0.552,-15.6[20 µM],0.0,-10.8,7.0,0.1
COc1ccc(NS(=O)(=O)c2ccc3oc(SC4CCOC4=O)nc3c2)cc1 (centres undefined),-6.2,-20.1,-5.4,·,-12.7[20 µM],-4.7,-13.6,-13.0,-4.0
COc1ccc(OC)c2[nH]c(=O)c(CCNC(=O)Cc3cccs3)cc12,-37.5,-7.7,-7.3,0.234,-19.1,1.1,-4.9,0.6,0.8
CC(=O)N1CCc2cc(Br)cc(S(=O)(=O)NCC3CCCO3)c21 (centres undefined),-5.6,-2.6,2.9,0.203,-28.2,·,-21.9,·,1.3
CCOc1ccc(C(=O)Nc2nc(C)cc(C)n2)cc1[N+](=O)[O-],-4.4,-10.9,·,0.384,-11.8,3.3,4.8,-6.7[fluorescence artefact?],1.1
CCOC(=O)C1CCN(C(=O)C(C)N(c2ccc(Oc3ccccc3)cc2)S(C)(=O)=O)CC1 (centres undefined),-6.3,3.3,0.0,-1.52,-3.8,8.0,2.0,-8.2,-8.3
COc1ccc(Cl)c(OC)c1C(=O)NC(=O)Nc1c(F)cc(F)cc1F,-1.5,-14.1,·,0.264,-23.3,-1.5,-17.7,2.6,-12.8
COc1ccc(OC)c(C2C(C(=O)c3ccccc3)=C(C)Nc3nc4ccccc4n32)c1 (centres undefined),-6.2,-10.5,·,0.0143,-15.4,3.0,-22.1,-13.4,-1.1
